Bioassay records: PubChem, National Center for Advancing Translational Sciences (NCATS)
APE1 inh = qHTS Assay for Inhibitors of the Human Apurinic/apyrimidinic Endonuclease 1 (APE1); DNA repair nuclease/redox regulator APEX1 (Homo sapiens), P27695; recombinant APE1, TAMRA/BHQ-2 abasic DNA cleavage fluorescence; Potency, µM (top dose mostly 65.8 µM), inactives show at the highest dose activity change, negative = inhibition, usual class: inhibitors; 350,000 compounds, 0.35% hits; AID 2517, 2012;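 also: potency is read from the fitted curve at half-maximal effect; plate controls were vehicle for no effect and reference inhibitor for full effect; nearly all actives have a fitted effect of over 55% in size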
Target sequence (P27695 whole entry, looked up): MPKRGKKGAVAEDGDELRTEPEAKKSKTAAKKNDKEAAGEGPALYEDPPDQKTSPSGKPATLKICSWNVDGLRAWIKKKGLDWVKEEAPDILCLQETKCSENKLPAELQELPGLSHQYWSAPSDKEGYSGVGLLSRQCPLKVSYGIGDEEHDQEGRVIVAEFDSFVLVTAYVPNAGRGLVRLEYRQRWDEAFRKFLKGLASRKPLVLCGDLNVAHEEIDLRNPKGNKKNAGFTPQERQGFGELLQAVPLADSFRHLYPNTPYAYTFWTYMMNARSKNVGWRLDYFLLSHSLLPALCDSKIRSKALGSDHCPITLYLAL
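Readout is kinetic fluorescence (ex 525, em 598 nm) from cleavage of 50 nM TAMRA/BHQ-2 THF abasic duplex by 0.75 nM APE1, compound added 15 min beforehand at RT.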
LDHA inh = qHTS assay for inhibitors of human lactate dehydrogenase | 480,000 compounds, 0.15% hits | purified LDHA, NADH/diaphorase-resazurin fluorescence; stronger effect = lower value | activity change, % (values are at about 110 or 230 µM) | L-lactate dehydrogenase A chain (Homo sapiens), P00338 | AID 1347041, 2019; in the data active = activity change below about -30%; inconclusive = mostly about -25% to -30%;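 also: plate controls were DMSO wells for no effect and wells without enzyme for full effect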
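Resorufin fluorescence (ex540/em590), read at 0 and 20 min after diaphorase/resazurin addition, reports the NADH left after a 5 min room-temperature reaction of 2 nM human LDH5 with 0.06 mM NADH and 0.2 mM pyruvate.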
POLK inh = qHTS for Inhibitors of Polymerase Kappa | Potency, µM (series often up to 107 µM), without a hit: at the highest dose activity, negative = inhibition, most hits filed as inhibitors | DNA polymerase kappa (Homo sapiens), Q9UBT6 | purified Pol kappa, fluorescent DNA synthesis assay, 10 min | 400,000 compounds, 0.53% hits; also: potency is read from the fitted curve at half-maximal effect; % is scaled to controls: 0 for no effect and ±100 for the full control effect
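Kinetic fluorescence screen: compound preincubated 15 min RT with 10 nM enzyme; 50 nM substrate (final) initiates; reads at 0/10 min.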
RGS4 inh = Inhibitors of Regulator of G Protein Signaling (RGS) 4: qHTS | Regulator of G-protein signaling 4 (Homo sapiens), P49798 | Transcreener GDP fluorescence polarization, RGS4-accelerated GTP hydrolysis | Potency, µM (doses to about 114 µM), for inactives: at the highest dose activity change, negative = inhibition, usual class: inhibitors | 390,000 compounds, 0.039% hits | AID 504845, 2011; also: potency is read from the fitted curve at half-maximal effect; % is scaled to controls: 0 for no effect and ±100 for the full control effect; nearly all actives have a fitted effect of over 75% in size; some results filed as inactive show a strong effect at the top dose
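MLSMR compounds (23 nl, pin-transferred) preincubated 10 min at room temperature with a 500nM (2x) first reagent, then RGS4 at 900nM (2x) plus Transcreener GDP mix added; fluorescence polarization (620/688 nm) read before and after 90 min at 30 °C.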
12-LOX inh = Primary qHTS assay for inhibitors of human arachidonate 12S-lipoxygenase (ALOX12): Round 2 | Polyunsaturated fatty acid lipoxygenase ALOX12 (Homo sapiens), P18054 | purified 12hLO, xylenol orange hydroperoxide absorbance | Potency, µM (highest dose often 108 µM), for inactives: top-dose activity change, negative = inhibition, actives largely listed as inhibitors | 580,000 compounds, 1.1% hits | AID 1671190, 2021; also: potency is read from the fitted curve at half-maximal effect; % is scaled to controls: 0 for no effect and ±100 for the full control effect
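Purified human 12hLO at 150 nM in 25 mM Hepes, 0.01% Triton X-100, pH 7.0, preincubated 15 min at room temperature with compound. Reaction started with 40 uM arachidonic acid, 30 min at room temperature. Hydroperoxide measured by Fe-xylenol orange, 573/405 nm absorbance ratio.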
POLH inh = qHTS for Inhibitors of Polymerase Eta; Potency, µM (series often up to 114 µM), inactives show top-dose activity change, negative = inhibition, most hits filed as inhibitors; 390,000 compounds, 1.2% hits; AID 588591, 2011; recombinant Pol eta, fluorescent DNA replication assay; also: potency is read from the fitted curve at half-maximal effect; % is scaled to controls: 0 for no effect and ±100 for the full control effect
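Pol eta (10 nM) was preincubated with compounds for 15 min at room temperature, after which fluorescent replication substrate (50 nM final) was added to start the reaction. Fluorescence was read kinetically at 0 and 10 min.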
POLB inh = qHTS Assay for Inhibitors of DNA Polymerase Beta; P06746; Pol beta primer extension/strand displacement, fluorescence kinetic; Potency, µM (top dose mostly 114 µM), for inactives: top-dose activity change, negative = inhibition, usual class: inhibitors; 340,000 compounds, 1.3% hits; also: potency is read from the fitted curve at half-maximal effect; % is scaled to controls: 0 for no effect and ±100 for the full control effect
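Pol beta (10 nM) was preincubated with compound for 15 min at room temperature. The reaction was then started with 50 nM substrate and read immediately and after a further 10 min at room temperature.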
Anesthetic bind = qHTS Assay for Identification of Novel General Anesthetics. 350,000 compounds, 0.074% hits. Potency, µM (series often up to 77.5 µM), for the others: top-dose activity change, negative = displacement, usual class: inhibitors. Ferritin light chain (Equus caballus), P02791. apoferritin/1-aminoanthracene competitive binding, fluorescence; also: potency is read from the fitted curve at half-maximal effect; % is scaled to controls: 0 for no effect and ±100 for the full control effect; nearly all actives have a fitted effect of over 20% in size
Target sequence (P02791 2-175 limits assumed): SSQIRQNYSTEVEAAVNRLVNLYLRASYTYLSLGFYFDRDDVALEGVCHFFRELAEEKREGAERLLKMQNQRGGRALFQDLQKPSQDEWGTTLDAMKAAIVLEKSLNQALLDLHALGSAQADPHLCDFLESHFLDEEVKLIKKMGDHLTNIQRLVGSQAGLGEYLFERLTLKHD
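Read-out: endpoint 1-AMA fluorescence, excitation 380 nm and emission 535 nm, after compounds sit 10 min at room temperature with 10 uM horse-spleen apoferritin in 50% saturated 1-AMA/PBS. Values come from four-parameter Hill fits.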
ERG Ets-DNA blk = qHTS for Small Molecule Inhibitors of the ERG Ets/DNA interaction; fluorescence polarization, His-ERG Ets domain / labelled DNA; Potency, µM (top dose mostly 76.9 µM), inactives show top-dose FP activity, negative = inhibition, most hits filed as inhibitors; 370,000 compounds, 0.028% hits; AID 624246, 2012; active = well fitted inhibition curve with a large enough effect in the polarisation, with a control signal flat; inconclusive = small, poorly fitted or top-dose-only effect, or effect the other way, or a change in a side signal; inactive = no such curve, though single readings can be large or run the other way; the % refers to the polarisation;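 also: polarization taken with two DNA probes labelled with fluorescein and Texas red; potency is read from the fitted curve at half-maximal effect; % of control where 0% means no effect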
Target sequence (P11308 whole entry, looked up, the tested form may be a part): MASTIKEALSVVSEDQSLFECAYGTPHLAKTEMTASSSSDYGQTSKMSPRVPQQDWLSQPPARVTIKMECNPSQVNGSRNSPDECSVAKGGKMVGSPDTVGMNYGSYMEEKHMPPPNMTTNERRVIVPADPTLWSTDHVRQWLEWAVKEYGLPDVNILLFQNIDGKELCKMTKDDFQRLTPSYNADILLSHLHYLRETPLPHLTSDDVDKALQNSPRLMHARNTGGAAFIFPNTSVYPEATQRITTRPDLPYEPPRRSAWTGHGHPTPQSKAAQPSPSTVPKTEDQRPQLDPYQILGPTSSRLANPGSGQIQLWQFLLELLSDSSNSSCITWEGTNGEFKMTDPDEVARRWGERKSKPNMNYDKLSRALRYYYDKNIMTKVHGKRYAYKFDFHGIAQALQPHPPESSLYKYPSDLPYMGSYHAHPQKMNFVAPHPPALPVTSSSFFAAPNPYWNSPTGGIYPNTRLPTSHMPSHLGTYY
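His-tagged ERG Ets domain (1 uM in the protein solution; 300mM KCl, 50mM Tris-HCl, 1mM EDTA, 1mM DTT, pH 7.5) received compound, then a probe mix of 5 nM fluorescein-DNA and 100nM Texas-615-DNA. Fluorescence polarization was read for both dyes.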
The depositor's hits bear a star; & = joins results of further samples; [ ] = remark or other dose. Unless noted, calls follow the shape of the dose curve; as a rule, active = well fitted curve in the direction sought with a large enough effect; inconclusive = small, poorly fitted or top-dose-only effect, or another doubt; inactive = no such curve, though single readings can be large; an effect the other way counts as inactive or inconclusive. An excerpt, so the mix of outcomes need not match the whole.

`Cc1ccc(C(=O)Cc2nc3ccccc3[nH]2)cc1` gave APE1 inh 45%[activator], LDHA inh -6, POLK inh -10%, RGS4 inh -1%, 12-LOX inh 0%, POLH inh -6%, POLB inh 7%, Anesthetic bind -7% and ERG Ets-DNA blk 2%.
For Cc1cc2c(NC(=O)Nc3ccc(C(C)(C)C)cc3)cccc2nn1 the results were APE1 inh -15%, LDHA inh 8, POLK inh -33%, RGS4 inh -13%, 12-LOX inh -2%, POLH inh -12%, POLB inh -1%, Anesthetic bind inconclusive and ERG Ets-DNA blk -4%.
Screening COc1ccc(N2C(=S)NC(C)(C)CC2(C)c2ccc(OC(C)=O)cc2OC(C)=O)cc1 (stereo not given) returned APE1 inh inconclusive, LDHA inh 2, POLK inh -1%, RGS4 inh -47%, 12-LOX inh inconclusive, POLH inh -16%, POLB inh -4%, Anesthetic bind 1% and ERG Ets-DNA blk 5%.
CC(C)(C)NC(=O)c1cccc(NC(=O)CSc2ccccc2)c1 was read as APE1 inh 13%, LDHA inh -2, POLK inh 4%, RGS4 inh -33%, 12-LOX inh 416%[activator], POLH inh 7%, POLB inh 18%, Anesthetic bind -7% and ERG Ets-DNA blk -11%.
For CCOC(=O)C1(CCCc2ccccc2)CCN(C(=O)c2cc(C)nc(C)n2)CC1 the results were APE1 inh -3%, LDHA inh 0, POLK inh 6%, RGS4 inh -6%, 12-LOX inh 69%[activator], POLH inh -19%, POLB inh inconclusive, Anesthetic bind -13% and ERG Ets-DNA blk 1%.
Screening CCC(CC)c1nnc(NC(=O)CS(=O)(=O)c2ccccc2)s1 returned APE1 inh 26%, LDHA inh -5, POLK inh 0%, RGS4 inh -18%, 12-LOX inh inconclusive, POLH inh -15%, POLB inh 99%, Anesthetic bind -10% and ERG Ets-DNA blk -6%.
CCC(C)[C@@H]1NC(=O)N(CCCN2CCCC2=O)C1=O (stereo not given in full) was read as APE1 inh 11%, LDHA inh -5, POLK inh -6%, RGS4 inh 3%, 12-LOX inh 0%, POLH inh 6%, POLB inh -2%, Anesthetic bind 11% and ERG Ets-DNA blk -5%.
`Cc1ccc(NC(=O)CCC(=O)N2CCOCC2)nc1` gave APE1 inh -1%, LDHA inh -4, POLK inh -7%, RGS4 inh -21%, 12-LOX inh -23%, POLH inh -17% and ERG Ets-DNA blk -19%.
CCCCN1C(=S)NC[C@@H]1C(C)CC (stereo not given in full) was read as APE1 inh 3%, LDHA inh -5, POLK inh 0%, RGS4 inh -25%, 12-LOX inh -7%, POLH inh -28%, POLB inh -1%, Anesthetic bind -11% and ERG Ets-DNA blk 4%.
For CCCCCn1cnc2sc(CC)cc2c1=O the results were APE1 inh 9%, LDHA inh -1, POLK inh 4%, RGS4 inh -2%, 12-LOX inh -10%, POLH inh -22%, POLB inh 27%, Anesthetic bind -9% and ERG Ets-DNA blk 6%.
For CN(C)c1ccc(S(=O)(=O)c2ccc(Cl)cc2)cc1 the results were APE1 inh -8%, LDHA inh -2, POLK inh -11%, RGS4 inh -12%, 12-LOX inh -13%, POLH inh -11%, POLB inh -1%, Anesthetic bind 20% and ERG Ets-DNA blk -1%.
For COCCCn1c(=O)c2sccc2n(Cc2ccccc2C)c1=O the results were APE1 inh 25%, LDHA inh -2, POLK inh 9%, RGS4 inh -15%, 12-LOX inh 9%, POLH inh -16%, POLB inh 34%, Anesthetic bind -9% and ERG Ets-DNA blk 5%.
Cc1ccc(C)c(OCC(=O)Nc2ccc3c(c2)OCO3)c1C was read as APE1 inh -2%, LDHA inh 1, POLK inh -19%, RGS4 inh 15%, 12-LOX inh 11%, POLH inh 1%, POLB inh -26%, Anesthetic bind 8% and ERG Ets-DNA blk 1%.
Cn1c(-c2ccc(F)cc2)cnc1SCC(=O)Nc1ccccc1N1CCOCC1 was read as APE1 inh 2%, LDHA inh -2, POLK inh 4%, RGS4 inh -6%, 12-LOX inh 0%, POLH inh 8%, POLB inh 4%, Anesthetic bind -2% and ERG Ets-DNA blk -6%.
Screening COc1cccc(NC(=O)C2CCC(CNS(=O)(=O)c3cccc4cccnc34)CC2)c1 (stereo not given) returned APE1 inh 5%, LDHA inh -6, POLK inh -2%, RGS4 inh 0%[56.9 µM], 12-LOX inh -4%, POLH inh -7%, POLB inh 5%, Anesthetic bind -7% and ERG Ets-DNA blk 8%.
For Cc1cc(NC(=O)c2ccc(-c3ccccc3F)o2)no1 the results were APE1 inh -5%, LDHA inh 0, POLK inh 5%, RGS4 inh 18%, 12-LOX inh 41%[activator], POLH inh -2%, POLB inh 20%, Anesthetic bind -10% and ERG Ets-DNA blk 2%.
For CN(CC(=O)Nc1ccccc1Cl)C(=O)COC(=O)c1ccc(C(F)(F)F)cc1 the results were APE1 inh 4%, LDHA inh 0, POLK inh -12%, RGS4 inh 32%, 12-LOX inh 84%[activator], POLH inh -4% and ERG Ets-DNA blk 23%.
`CC[C@@H](C)[C@@H](C(=O)N1CCN(C(=O)OC(C)(C)C)CC1)n1cc(CCC(=O)O)nn1` gave APE1 inh 0%, LDHA inh -2, POLK inh -2%, RGS4 inh 4%, 12-LOX inh 1%, POLH inh 5%, POLB inh 5%, Anesthetic bind -10% and ERG Ets-DNA blk 18%.
COc1ccc(C(=O)NCc2cn3ccc(C)cc3n2)cc1 was read as LDHA inh -2, POLK inh 5%, RGS4 inh 9%, 12-LOX inh -3%, POLH inh 1%, POLB inh -2%, Anesthetic bind -4% and ERG Ets-DNA blk -2%.
Screening Cc1nn(-c2ccccc2)c2sc(C(=O)N3CCOCC3)cc12 returned APE1 inh -2%, LDHA inh -4, POLK inh 7%, RGS4 inh -12%, 12-LOX inh 0%, POLH inh -10%, POLB inh 25%, Anesthetic bind -6% and ERG Ets-DNA blk 9%.
For CCc1nnc(NC(=O)c2sc3nc4c(cc3c2N)CCCCC4)s1 the results were APE1 inh -5%, LDHA inh 2, POLK inh -10%, RGS4 inh inconclusive, 12-LOX inh -7%, POLH inh inconclusive, POLB inh inconclusive, Anesthetic bind 81%[activator] and ERG Ets-DNA blk 11%.
CC(=O)c1ccc(NC(=O)Cn2nc(C(F)(F)F)c3c2CCC3)cc1 was read as LDHA inh -3, POLK inh -12%, RGS4 inh -13%, 12-LOX inh 0%, POLH inh -26%, POLB inh -4%, Anesthetic bind -8% and ERG Ets-DNA blk 3%.
Screening O=C(NCCO)/C(=C\c1ccco1)NC(=O)c1ccco1 returned APE1 inh 21%, LDHA inh 2, POLK inh -19%, RGS4 inh -8%, 12-LOX inh 0%, POLH inh 2%, POLB inh -3%, Anesthetic bind 0% and ERG Ets-DNA blk 0%.
Screening COc1ccc2c(C)cc(SCC(=O)Nc3ccc(Cl)cn3)nc2c1 returned APE1 inh inconclusive, LDHA inh -1, POLK inh -23%, RGS4 inh 8%, 12-LOX inh -19%, POLH inh inconclusive, POLB inh -25%, Anesthetic bind -1% and ERG Ets-DNA blk 19%.
CCOC(=O)N1CCN(S(=O)(=O)c2ccc(C)cc2)CC1 was read as APE1 inh 41%, LDHA inh -2, POLK inh 7%, RGS4 inh 2%, 12-LOX inh inactive, POLH inh -17%, POLB inh -14%, Anesthetic bind -5% and ERG Ets-DNA blk -11%.
For COc1ccc(OC)c(NC(=O)CSc2nc3c(c(=O)n(C)c(=O)n3C)n2C)c1 the results were APE1 inh -1%, LDHA inh -3, POLK inh 3%, RGS4 inh -6%, 12-LOX inh -2%[57.4 µM], POLH inh -12%, POLB inh 23% and Anesthetic bind -15%.
`O=C(NC1CCCc2c1cnn2-c1cc(F)cc(F)c1)c1ccccn1` (stereo not given) gave LDHA inh 0, POLK inh 7%, RGS4 inh -8%, POLH inh -15% and ERG Ets-DNA blk -2%.
`Cc1ccc(-c2n[nH]c(=S)n2-c2ccccc2)cc1` gave APE1 inh 0%, LDHA inh -9&-9, POLK inh -3%&-18%, RGS4 inh -7%[11.4 µM], 12-LOX inh -47%, POLH inh -18%, POLB inh 3%, Anesthetic bind -2% and ERG Ets-DNA blk -5%.
COCCn1nnnc1C(C(C)C)N(Cc1ccccc1)Cc1cc2cc(OC)ccc2[nH]c1=O (stereo not given) was read as APE1 inh -7%, LDHA inh -2, POLK inh -1%, RGS4 inh -1%, 12-LOX inh inconclusive, POLH inh -12%, POLB inh inconclusive, Anesthetic bind 83%[activator] and ERG Ets-DNA blk 0%.
For CCC(C(=O)OC)(C(=O)OC)c1ccc([N+](=O)[O-])cc1 the results were APE1 inh -2%, LDHA inh -12, POLK inh -6%, RGS4 inh 5%, 12-LOX inh -1%, POLH inh -12%, POLB inh 33%[activator], Anesthetic bind -6% and ERG Ets-DNA blk -3%.
